Compound activity as filed in PubChem BioAssay.
RMI-FANCM inh – blocks RMI1/RMI2 complex binding to FANCM MM2 peptide; FP signal (polarization) at 33 µM; Fluorescence polarization, RMI core complex with F-MM2 peptide; active compounds read low; 70,000 tested, 0.58% active; in the data active = FP signal below about 40; also: inactives centre near 61; strong numbers were not always called active; unit not given here
* hit, by the source's call; & = joins results of further samples. The list is partial (hit frequency here may not be typical).

RMI-FANCM inh	Compound
61	CCOC(=O)Nc1ccc(OC)c(N2CCCC2=O)c1
56	O=C(COc1ccc(Cl)cc1Cl)NCCc1csc(-c2ccc(F)cc2)n1
40	COC(=O)c1cc2c(s1)-c1cc(F)ccc1OC2
54	COc1cc(C2NC(=O)C(C#N)=C(SC)S2)cc(OC)c1OC (stereo unspecified)
66	COC(=O)CSc1nnc2[nH]c(=O)c3c(n12)CCCC3
58	CC(=O)c1ccc(C(=O)Nc2nc3c(Br)cccc3s2)cc1
63	CCOc1ccc(OCCNC(=O)C2CCCC2)cc1
54	Cc1ccc(Cl)c2sc(N(Cc3ccccn3)C(=O)c3cccs3)nc12
54	Cc1[nH]c2ccccc2c1C(Nc1cccc([N+](=O)[O-])c1)c1ccccn1 (stereo unspecified)
64	O=C(Cn1nc(-c2cccs2)c2sc(N3CCOCC3)nc2c1=O)N1CCc2ccccc21
56	COc1ccccc1CCNC(=O)Cn1nc(-c2ccco2)ccc1=O
55	COc1cc(OC)cc(C(=O)Nc2ccc3c(c2)CCCN3C(C)=O)c1
58	COC(=O)c1c(NC(NC(=O)c2ccccc2)C(Cl)(Cl)Cl)sc2c1CCCC2 (stereo unspecified)
65	Cc1cc(=O)[nH]c2ccc(S(=O)(=O)NC3CCCCC3)cc12
57	COC(=O)C1CCN(c2c(C)cnc3c2c(=O)n(C)c(=O)n3C)CC1
55	O=C(Nc1ccccc1C(=O)NCCCN1CCOCC1)c1cccc([N+](=O)[O-])c1
60	CCOC(=O)c1ccc(CNC(=O)CSc2nc3sc(C(=O)O)c(C)c3c(=O)[nH]2)cc1
-7	CC(C)(C)c1cc(NC(=O)/C(C#N)=C/c2cccc(Cl)c2Cl)c(C(N)=O)s1
77	COc1ccccc1CCNC(=O)c1csc2nc(-c3ccc(F)cc3)cn12
65	O=C(c1ccc(F)cc1F)N1CCN(c2ccc3nnc(-c4ccco4)n3n2)CC1
63	CCn1nc(C(=O)Nc2ccccc2-c2nc3ccccc3s2)cc1C
80	CCOC(=O)N1CCc2c(sc(NC(=O)c3cc(C)n(CC)n3)c2C(N)=O)C1
57	Cc1ccc(-n2ncc3c(SCC(=O)NCC4CCCO4)ncnc32)c(C)c1 (stereo unspecified)
64	CNC(=O)c1csc(N)n1
71	CN(C)c1ccc(CCCNC(=O)C(=O)Nc2ccon2)cc1
60	O=C(Nc1c(C(=O)Nc2ccc([N+](=O)[O-])cc2)oc2ccccc12)c1cc(Cl)ccc1Cl
59	N#C/C(=C\c1ccc(Cl)cc1)c1nc(-c2ccco2)cs1
63	Cc1cc(=O)n2c(-c3ccc(NS(=O)(=O)c4ccc(Cl)s4)cc3)csc2n1
59	COc1ccc(C2SCCN2S(C)(=O)=O)cc1Br (stereo unspecified)
50	CC(C)(C)OC(=O)N1CCCN(C(=O)c2sc3ccccc3c2Cl)CC1
60	O=C(/C=C\c1cn(-c2ccccc2)nc1-c1ccc(Br)cc1)N1CCCCC1
56	Cc1cccc(NC(=S)Nc2ccc(C)c(NS(C)(=O)=O)c2)c1
61	CCOc1ccc(-c2noc(-c3sccc3S(=O)(=O)N(C)c3ccc(C)c(F)c3)n2)cc1
62	CCC(=O)Nc1sc(C)c(C)c1C(=O)OC
56	CCOC(=O)C(=CNc1nc(C(=O)OCC)cs1)C(=O)OCC
70	O=C(NCc1cccs1)C(=O)NCC1CCN(Cc2ccccc2)CC1
68	Cc1ccc(C)c(S(=O)(=O)NCCCn2nc(-c3ccco3)ccc2=O)c1
55	COc1cc(OC)cc(C(=O)Nc2ccc3nc(C)n(-c4ccc(F)cc4)c(=O)c3c2)c1
66	Cc1ccccc1Cn1nc(-c2cccs2)c2sc(N3CCCCC3)nc2c1=O
55&53	CNc1nc(-c2ccc(Cl)s2)cs1
9*	O=C(Nc1csc(-c2ccc(Oc3ccc(-c4nc(NC(=O)c5ccc(S(=O)(=O)N6CCOCC6)cc5)cs4)cc3)cc2)n1)c1ccc(S(=O)(=O)N2CCOCC2)cc1
62	Cc1ccc(NC(=O)CSc2nc3ccccc3[nH]2)c(Br)c1
76	O=C(CSc1ccc(-c2ccc(-n3cccn3)cc2)nn1)NC1CCCCC1
75	NC(=O)c1ccccc1NC(=O)Cc1csc(NC(=O)Nc2ccccc2)n1
99	O=C(Nc1nc(-c2ccc(Cl)s2)cs1)c1ccc(C(=O)c2ccccc2)cc1

Some of these compounds in order of formula weight, lowest first.
RMI-FANCM inh	Compound
63	CCOc1ccc(OCCNC(=O)C2CCCC2)cc1
61	CCOC(=O)Nc1ccc(OC)c(N2CCCC2=O)c1
66	COC(=O)CSc1nnc2[nH]c(=O)c3c(n12)CCCC3
71	CN(C)c1ccc(CCCNC(=O)C(=O)Nc2ccon2)cc1
65	Cc1cc(=O)[nH]c2ccc(S(=O)(=O)NC3CCCCC3)cc12
56	CCOC(=O)C(=CNc1nc(C(=O)OCC)cs1)C(=O)OCC
57	COC(=O)C1CCN(c2c(C)cnc3c2c(=O)n(C)c(=O)n3C)CC1
56	Cc1cccc(NC(=S)Nc2ccc(C)c(NS(C)(=O)=O)c2)c1
59	COc1ccc(C2SCCN2S(C)(=O)=O)cc1Br (stereo unspecified)
63	CCn1nc(C(=O)Nc2ccccc2-c2nc3ccccc3s2)cc1C
70	O=C(NCc1cccs1)C(=O)NCC1CCN(Cc2ccccc2)CC1
58	CC(=O)c1ccc(C(=O)Nc2nc3c(Br)cccc3s2)cc1
55	O=C(Nc1ccccc1C(=O)NCCCN1CCOCC1)c1cccc([N+](=O)[O-])c1
-7	CC(C)(C)c1cc(NC(=O)/C(C#N)=C/c2cccc(Cl)c2Cl)c(C(N)=O)s1
63	Cc1cc(=O)n2c(-c3ccc(NS(=O)(=O)c4ccc(Cl)s4)cc3)csc2n1
64	O=C(Cn1nc(-c2cccs2)c2sc(N3CCOCC3)nc2c1=O)N1CCc2ccccc21

Next entries follow:
RMI-FANCM inh	Compound
64	O=C(Cn1cnc2c(cnn2C2CCS(=O)(=O)C2)c1=O)c1ccc2c(c1)OCCO2 (stereo unspecified)
57	Cc1noc(C)c1C(=O)Nc1ccc(-n2nc(C(F)(F)F)cc2C(F)(F)F)cc1
61	O=[N+]([O-])c1ccc(NNC(=S)NC2CCS(=O)(=O)C2)c([N+](=O)[O-])c1 (stereo unspecified)
60	CCOC(=O)c1c(C=O)oc2c(C)cc(OC(=O)CC)c(Br)c12
60	CSC(=NCc1ccccn1)NC#N
72	O=C1NC(=O)c2cc(NC(=O)c3c(F)cccc3F)ccc21
76	CC(C)CNC(=O)c1ccc2c(=O)n(CC(C)C)c(SCC#N)nc2c1
54	CSc1nc2ccc3nc(Nc4nc5c(F)cc(F)cc5s4)sc3c2s1
57	Cn1c(C(C#N)=C(O)Cc2ccccc2)nc2ccccc21
63	O=C(CCCN1C(=O)c2cccc3cccc(c23)C1=O)N1CCC(CN2C(=O)c3cccc4cccc(c34)C2=O)CC1
63	NC(=O)C1CCN(C(=O)c2csc(Nc3ccccc3)n2)CC1
69	COc1ccc(-c2nnc(NC(=O)c3ccccc3Cl)o2)c(OC)c1
62	O/N=C\c1ccc(-c2cc(Cl)ccc2Cl)o1
54	S=c1[nH]nc(-c2ccccc2)o1
57	CC(CCC(=O)O)[C@H]1CCC2C3CC[C@@H]4C[C@H](O)CC[C@]4(C)C3C=C[C@@]21C (stereo partly specified)
56	Cc1cc2c(c(=O)n1CCO)C(c1ccc(Br)cc1)C(C#N)=C(N)O2 (stereo unspecified)
59	NS(=O)(=O)c1cc(Cl)ccc1I
71	COc1cc(C)ccc1OCC(=O)NCCOc1ccc2nnc(-c3ccccc3)n2n1
66	CC(=O)c1ccc(S(=O)(=O)NCCn2nc(-c3cccnc3)ccc2=O)cc1
58	CC1=C(C(=O)Nc2ccccc2)C(c2ccco2)NC(=S)N1 (stereo unspecified)
75	CCN(CC)CCN(C(=O)c1ccc2ncsc2c1)c1nc2c(F)cccc2s1
65	COc1cccc(C(=O)Nc2ccc(-c3nnc(C)o3)cc2)c1OC
64	CN1CCN(C(CNC(=O)COc2ccc3ccccc3c2)c2ccsc2)CC1 (stereo unspecified)
54	Cc1onc(-c2c(F)cccc2Cl)c1C(=O)N1CCCN(c2ccc(C(F)(F)F)cn2)CC1
57	COc1ccc(-n2ccnc2SCC(=O)NCc2ccco2)c(OC)c1
60	Cc1onc(-c2ccccc2Cl)c1C(=O)Nc1c(C(=O)Nc2ccccc2F)oc2ccccc12
56	Cc1cc(C)c(S(=O)(=O)Nc2ccc3c(c2)CCCN3C(=O)C(C)C)c(C)c1
69	Cc1nnc(SCC(=O)N2CCCc3ccccc32)c2c1cnn2-c1ccc(F)cc1
65	Cn1c(=O)c2c(ncn2CC(=O)Nc2nccs2)n(C)c1=O
71	CCn1nccc1C(=O)Nc1nc2c(C)cccc2s1
57	COc1ccc(N2C(=O)c3cccc4cccc(c34)C2=O)cc1
65	c1ccc2c(c1)c1ccccc1c1nc(N3CCCCC3)nnc21
70	CCc1ccc(-c2cc3c(SCC(=O)Nc4c(C)cc(C)cc4C)nccn3n2)cc1
70	CCn1c(SCC(=O)N2CCOc3ccc(C)cc32)nc2c(-c3ccccc3)csc2c1=O
68	Cn1c(=O)c2c(=O)cc[nH]c2n(C)c1=O
65	CCC(=O)c1ccc(NC(C)=O)cc1O
64	CN(C)/C=C1\Cc2ccccc2C1=O
68	Cc1cc(-c2nnc(NC(=O)c3cccc(C(F)(F)F)c3)o2)n(C)n1
-41	CC(=O)N1CCc2c(sc(NC(=O)C3CCCN3S(=O)(=O)c3cccs3)c2C(N)=O)C1 (stereo unspecified)
65	CCOc1cc(C(=O)Nc2nnc(-c3cc(C)n(C)n3)o2)cc(OCC)c1OCC
53	S=C1NCN(CCc2ccccn2)CN1
56	Nc1ccccc1Sc1c(Cl)cncc1Cl
73	O=c1[nH]nc(C2CC2)c2cnn(-c3ccccc3)c12
57	COc1ccc(CC(=O)NCC(c2ccc(N(C)C)cc2)N(C)C)cc1OC (stereo unspecified)
54	Cc1ccc(S(=O)(=O)N/N=C\c2ccc(-c3cccc([N+](=O)[O-])c3)o2)cc1
61	Cc1ccccc1Oc1ccc(S(=O)(=O)N(CC(F)(F)F)c2ccccc2)cc1
54	Cc1nc2ccc(NS(=O)(=O)c3ccc(F)c(Cl)c3)cc2o1
74	CC(=O)Nc1ccc(S(=O)(=O)Nc2ccc3c(c2)N(C(=O)c2cccs2)CC3)cc1
52	O=C1C(=O)N(O)C2CCCCC2N1O (stereo unspecified)
68	COC(=O)c1cc(Cl)c(NC(=O)C(C)C)cc1OC
76	COc1ccc(S(=O)(=O)CCC(=O)N(CCN(C)C)c2nc3cc(C)cc(C)c3s2)cc1
69	Cc1ccc(-c2csc3nc(SCC(=O)c4cc(C)n(-c5ccccc5)c4C)n(-c4ccccc4)c(=O)c23)o1
79	COc1ccc(CCNC(=O)c2cnc3c(c(C)nn3-c3ccc(F)cc3)c2Cl)cc1
60	CC(=O)c1ccc(NC(=O)c2ccc3c(c2)C(=O)N(c2cccc(C)c2C)C3=O)cc1
64	CCN1CCN(C(CNS(=O)(=O)c2ccc(C)cc2)c2cccnc2)CC1 (stereo unspecified)
69	Cc1ccc(C)c(NC(=O)CSc2nnc(CNC(=O)c3ccccc3F)n2-c2cccc(Cl)c2)c1
77	CC(C)Sc1ccc(CC(=O)Nc2nc3c(s2)COc2ccccc2-3)cc1
62	Cc1cc(NC(=O)CSc2nc3c(c(=O)n2-c2ccc(F)cc2)SCC3)no1
85	COc1ccc(C(=O)NCC(c2ccsc2)N2CCc3ccccc3C2)cc1 (stereo unspecified)
62	COc1ccc(OC)c(S(=O)(=O)N2CCCC(c3nnc(-c4cccs4)o3)C2)c1 (stereo unspecified)

As a short view, part of the list above.
RMI-FANCM inh	Compound
76	COc1ccc(S(=O)(=O)CCC(=O)N(CCN(C)C)c2nc3cc(C)cc(C)c3s2)cc1
69	Cc1ccc(-c2csc3nc(SCC(=O)c4cc(C)n(-c5ccccc5)c4C)n(-c4ccccc4)c(=O)c23)o1

The results go on:
RMI-FANCM inh	Compound
65	CS(=O)(=O)c1ccc2nc(N(Cc3cccnc3)C(=O)c3cccc(Oc4ccccc4)c3)sc2c1
-3*	Clc1cccnn1
63	Cn1nc2c(c1NC(=O)C1CCN(S(=O)(=O)c3cccs3)CC1)CCC2
63	COc1ccc(-c2csc3c(=O)n(CC#N)cnc23)cc1OC
63	CC(=O)C(C)Sc1cc(C)nc2c(-c3ccccc3)cnn12 (stereo unspecified)
63	O=C(Cc1csc2nc(-c3ccc(F)cc3)cn12)NCc1ccccc1Cl
66	COc1ccc(NC(=O)CSc2ncc(-c3ccc(C)c(C)c3)o2)c(OC)c1
69	O=C1CCc2cc(NC(=O)c3cc(Cl)ccc3[N+](=O)[O-])ccc2N1
-27	CCCCCCc1cc2cc(-c3nnc(-c4ccc(C)cc4)o3)c(=O)oc2cc1O
62	CN(C)C(CNC(=O)c1ccc(Cl)c(Cl)c1)c1ccsc1 (stereo unspecified)
85	O=C(CN1CCN(Cc2nc3ccccc3[nH]2)CC1)Nc1nc2ccccc2s1
57	Oc1ccc(Br)cc1/C=N/Nc1nc2ccccc2[nH]1
113	CN(C)CCCN(C(=O)c1ccc(S(=O)(=O)N2CCCCCC2)cc1)c1nc2cc3c(cc2s1)OCCO3
69	O=C(Nc1nnc(-c2cc(Cl)sc2Cl)o1)c1cccc(C(F)(F)F)c1
57	O=C(O)CC1S/C(=N\N=C/C2CC=CCC2)NC1=O (stereo unspecified)
59	CC(C)OCC(O)Cn1c(N/N=C\c2cccnc2)nc2c1c(=O)n(C)c(=O)n2C (stereo unspecified)
60	Cc1ccc(NC(=O)CSc2nnc(CNC(=O)c3c(F)cccc3Cl)o2)c(C)c1
59&63	Cc1ccc(NC(=O)Cn2nc(C3CCCN(S(C)(=O)=O)C3)n(C)c2=O)cc1Cl (stereo unspecified)
63&48	O=C(O)CN(CCN(CC(=O)O)CC(=O)O)CCN(CC(=O)O)CC(=O)O
62	CC(C)COC(=O)Nc1nc(CC(=O)NCc2ccccc2)cs1
105	CCc1c(C#N)c(SCC(=O)Nc2ccc(-c3nc4ccccc4s3)cc2)nc2c1C(=O)CC(C)(C)C2
51	Cc1nn(-c2ccccc2)nc1C(=O)NC1CCS(=O)(=O)C1 (stereo unspecified)
52	O=c1ccc(-c2cccc(Br)c2)nn1Cc1ccccn1
66	O=C1CN(Cc2ccccc2Cl)S(=O)(=O)c2ccccc2N1Cc1ccccc1
